CHO parental Ca: counter-screen for OX1R antagonists: effect in parental CHO cells; AID 463079; parental CHO-K1, ATP-induced calcium, Fluo-8 fluorescence; inhibition, % at 5.6 µM; hit rate 0.63% among 330,000;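 active means inhibition above that plate's mean sample inhibition plus 3 SD, cut at about 26% in these data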;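 further: 0% = ATP-challenged DMSO wells and 100% = DMSO wells without ATP; some compounds past the cut are filed as inactive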
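Measured by: calcium-sensitive Fluo-8 fluorescence / Test system: CHO parental line / Controls: ATP-challenged DMSO wells low, unchallenged DMSO wells high / Measure: % inhibition / Compound: single nominal dose of 5.6 µM per compound / Replicates: single well per compound, no replicates / Reagent: ATP as calcium-mobilizing challenge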
TAAR1 antagonist: human TAAR1 antagonism; Q96RJ0; CHO RD-HGA16 TAAR1, Fluo-8 calcium fluorescence, antagonist; inhibition, % at 3 µM; hit rate 1.5% among 360,000; AID 624466;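 active means inhibition above a per-plate cutoff, the mean inhibition of test compounds on that plate plus 3 SD, cut at about 49% in these data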;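 further: 0% = DMSO plus EC80 beta-PEA response and 100% = DMSO alone without agonist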
Target sequence (Q96RJ0 whole entry, looked up): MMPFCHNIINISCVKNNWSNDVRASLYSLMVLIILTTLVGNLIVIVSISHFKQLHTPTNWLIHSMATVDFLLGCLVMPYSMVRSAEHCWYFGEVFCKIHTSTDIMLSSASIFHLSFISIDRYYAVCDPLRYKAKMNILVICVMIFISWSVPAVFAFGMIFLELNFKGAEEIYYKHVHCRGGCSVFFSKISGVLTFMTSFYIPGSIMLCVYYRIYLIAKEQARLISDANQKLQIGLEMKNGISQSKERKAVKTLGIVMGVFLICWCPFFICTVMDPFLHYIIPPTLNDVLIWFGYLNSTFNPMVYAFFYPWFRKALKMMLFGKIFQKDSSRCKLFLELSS
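System: CHO RD-HGA16 cells bearing hTAAR1. Reagent: EC80 β-phenethylamine stimulus. Schedule: seeding 17-24 h prior, 75-min 37 °C, 30-min RT dye loading. Signal: Fluo-8 intracellular calcium dye fluorescence, real-time kinetic reads. Read-out: % inhibition from peak post-agonist over basal fluorescence ratio. Benchmarks: vehicle wells and EC80 agonist wells. Replicates: n of 1.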
OXTR ag: human OXTR agonism; P30559; CHO-OTR cells, Fluo-8 calcium fluorescence; normalized: DMSO 0%, oxytocin 100%; activation, % at 3 µM; hit rate 0.32% among 320,000;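 active means activation above the mean of all tested compounds plus 3 SD, cutoff set per screening run, cut at about 20% in these data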;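 further: peak over basal fluorescence ratio from a 100 s FLIPR kinetic read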
Target sequence (P30559 whole entry, looked up): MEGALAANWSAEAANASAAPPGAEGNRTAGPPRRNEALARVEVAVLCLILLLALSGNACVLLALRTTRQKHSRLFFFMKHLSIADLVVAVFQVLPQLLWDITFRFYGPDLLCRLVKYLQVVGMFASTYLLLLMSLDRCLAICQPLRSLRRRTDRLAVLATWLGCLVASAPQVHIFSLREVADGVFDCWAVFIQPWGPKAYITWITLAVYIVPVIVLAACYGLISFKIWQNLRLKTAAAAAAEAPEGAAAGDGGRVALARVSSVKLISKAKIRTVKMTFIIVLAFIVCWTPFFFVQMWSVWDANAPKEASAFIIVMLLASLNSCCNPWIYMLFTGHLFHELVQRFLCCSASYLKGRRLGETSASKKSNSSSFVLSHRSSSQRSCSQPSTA
V1aR counter: counter-screen for oxytocin receptor agonists: human V1a receptor agonists. P37288. CHO-V1R cells, Fluo-8 calcium fluorescence, agonist mode; 0% DMSO, 100% 3 nM vasopressin. activation, % at 3 µM. hit rate 0.25% among 320,000. AID 2797;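 active means activation above the mean activation of all tested compounds plus 3 SD, per screening run, cut at about 20% in these data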;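 further: signal is peak over basal fluorescence ratio across a 100 second FLIPR read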
M1 ag parental: M1 agonist counterscreen hit in parental CHO-K1 cells; Fluo-8 calcium fluorescence; scaled to maximal ATP response, vehicle zero; activation, % at 3 µM; hit rate 0.48% among 360,000; AID 602248; in the data active means activation above about 15%;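 further: untransfected CHO-K1 host cells lacking M1 receptor as counterscreen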
M1 PAM parental: M1 PAM counterscreen hit in parental CHO-K1 cells | hit rate 0.02% among 360,000 | activation, % at 3 µM | ATP EC20, Fluo-8 calcium fluorescence; 0% at ATP EC20, 100% at ATP max;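 active means activation above the run cutoff, the mean activation of all test compounds plus 3 SD, cut at about 40% in these data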;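 further: peak over basal fluorescence ratio in a 140 s read after ATP addition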
OXTR potentiate: potentiators of human oxytocin receptor | CHO-OTR cells, Fluo-8 calcium fluorescence, potentiator mode; 0% = oxytocin EC15, 100% = EC100 | activation, % at 3 µM | hit rate 0.061% among 320,000;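 active means activation above that plate's cutoff, the mean activation of tested compounds plus 3 SD, cut at about 6.6% in these data, passing the limit was not always enough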;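 further: 100% uses oxytocin at 75 nM as the full agonist control; some results filed as inactive read as strong as hits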
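System: human OTR in CHO cells; Also added: sub-maximal oxytocin, roughly EC15; Timing: compound 6 min at room temperature before oxytocin, 100 s read; Technique: Fluo-8 intracellular calcium fluorescence, ex 470-495, em 515-575 nm; Controls: oxytocin EC15 low and EC100 high; Replication: singlicate.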
GPR7 antagonist: blocks human GPR7 receptor signaling; GPR7-expressing cells, fluorescence antagonist assay; hit rate 1.1% among 290,000; inhibition, % at 4.4 µM; AID 1861; in the data active means inhibition above about 16%, passing the limit was not always enough;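 further: cells stimulated with the agonist NPW; 0% = agonist with vehicle and 100% = vehicle without agonist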
Target sequence (P48145 whole entry, looked up): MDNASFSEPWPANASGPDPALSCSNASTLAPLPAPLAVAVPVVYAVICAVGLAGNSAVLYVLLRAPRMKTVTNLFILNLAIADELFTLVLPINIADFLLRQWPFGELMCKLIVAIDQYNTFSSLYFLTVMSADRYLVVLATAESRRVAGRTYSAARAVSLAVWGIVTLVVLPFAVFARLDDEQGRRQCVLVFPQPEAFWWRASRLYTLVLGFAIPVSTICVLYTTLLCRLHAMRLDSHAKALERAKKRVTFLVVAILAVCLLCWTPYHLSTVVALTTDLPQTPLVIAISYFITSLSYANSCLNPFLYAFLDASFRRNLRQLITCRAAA
CHO-K1 Ca antag: M1 antagonist counterscreen hit in parental CHO-K1 cells; AID 602250; hit rate 0.6% among 360,000; inhibition, % at 3 µM; ATP-induced calcium, Fluo-8 fluorescence;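 active means inhibition above a per-plate cutoff, the plate's mean sample inhibition plus 3 SD, cut at about 24% in these data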;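 further: 0% = DMSO plus EC80 ATP and 100% = DMSO alone without ATP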
Numbers without * were called inactive; x = no result given.

SMILES	CHO parental Ca	TAAR1 antagonist	OXTR ag	V1aR counter	M1 ag parental	M1 PAM parental	OXTR potentiate	GPR7 antagonist	CHO-K1 Ca antag
O=C(CSc1ccc(Cl)cc1)Nc1ccccc1N1CCN(C(=O)c2ccc(Cl)cc2)CC1	-13	0	-1.6	0.4	1.5	25	-9	7	-13
N#CC1=C(O)C(c2ccccc2)n2c1nc(=O)c1ccccc12 (stereo unspecified)	-1	-14	1.5	0.8	0.7	25	-17	-1	-8
CCCC(=O)N(c1ccc2oc(C)c(C(C)=O)c2c1)S(=O)(=O)c1ccc(C)c([N+](=O)[O-])c1	-14	-9	-1.6	-0.3	1.0	26	-8	-8	-1
COc1ccccc1CN=C1NC(=O)C(CC(=O)Nc2ccc(OC)c(OC)c2)S1 (stereo unspecified)	-1	-1	1.1	0.0	-0.2	18	4	-8	-1
CC(=O)Oc1ccccc1/C=C1\CCOC1=O	7	15	0.3	-1.1	-0.2	-15	9	-10	6
O=C(O)C1(Nc2ccccc2Cl)CCCC1	x	-16	x	x	0.5	19	x	x	-14
C#CCOCCOCCOCCNc1nc(N2CCN(C(=O)[C@H](CCCCN)n3cc(CN)nn3)CC2)nc(N2CCN(C(=O)[C@H](CCC(=O)O)n3cc([C@@H](N)[C@H](C)CC)nn3)CC2)n1	-3	9	-0.1	1.1	0.5	12	3	x	-7
CCN(CC)CCCC(C)NC1=NCCCCC1 (stereo unspecified)	-9	-9	0.1	0.5	0.5	19	-7	-4	-13
COc1ccc(CN2CCC(n3nccc3NC(=O)c3cccc(F)c3)CC2)cc1O	5	-31	0.0	0.5	0.1	14	3	-10	-5
COc1ccccc1C(=O)COC(=O)C(NC(=O)Cc1ccccc1)C(C)C (stereo unspecified)	-21	-30	-0.2	0.4	-0.4	5	-4	x	-8
O=C(COc1ccccc1)NCc1ccc2c(c1)OCO2	-4	-15	-0.7	0.1	0.7	3	-6	26*	-13
CCN(CC(=O)Nc1ccc(NC(C)=O)cc1)C(=O)c1ccc(N(C)S(=O)(=O)c2ccc(C)cc2)cc1	x	101*	x	x	0.0	14	x	x	-11
O=C(CCc1nc2ccccc2[nH]1)N1CCc2ccccc2C1	3	3	-0.8	-0.4	0.6	8	2	-5	-2
Cc1ccccc1OCC(O)Cn1c(NCc2ccco2)nc2c1c(=O)n(C)c(=O)n2C (stereo unspecified)	-22	27	4.0	0.7	6.2	1	-12	-8	-12
COc1cc(OC)c(C(=O)NCCCn2ccnc2)cc1OC	-14	-13	0.4	0.3	1.8	19	-1	-2	-16

3 of the compounds above, with values under each structure.
Below each compound – CHO parental Ca | TAAR1 antagonist | OXTR ag | V1aR counter | M1 ag parental | M1 PAM parental | OXTR potentiate | GPR7 antagonist | CHO-K1 Ca antag
Cc1ccccc1OCC(O)Cn1c(NCc2ccco2)nc2c1c(=O)n(C)c(=O)n2C (stereo unspecified)
    -22 | 27 | 4.0 | 0.7 | 6.2 | 1 | -12 | -8 | -12
O=C(CSc1ccc(Cl)cc1)Nc1ccccc1N1CCN(C(=O)c2ccc(Cl)cc2)CC1
    -13 | 0 | -1.6 | 0.4 | 1.5 | 25 | -9 | 7 | -13
O=C(COc1ccccc1)NCc1ccc2c(c1)OCO2
    -4 | -15 | -0.7 | 0.1 | 0.7 | 3 | -6 | 26* | -13

Further entries.
SMILES	CHO parental Ca	TAAR1 antagonist	OXTR ag	V1aR counter	M1 ag parental	M1 PAM parental	OXTR potentiate	GPR7 antagonist	CHO-K1 Ca antag
Cc1ccc(C(=O)NC2CCCCC2)cc1S(=O)(=O)N1CCCC1	-12	-27	-1.1	1.1	0.3	-1	-1	-8	9
COc1ccc(-c2nc3c(c(SCC(=O)N4CCOCC4)n2)COC(C)(C)C3)cc1	8	0	0.3	-0.7	-0.1	-6	2	-6	30*
CC(C)(C)C(C(=O)O)N1CCS(=O)(=O)CC1 (stereo unspecified)	3	7	0.7	-0.6	0.8	18	2	-9	5
CCOc1ccccc1-c1cc(C(=O)N/N=C/c2cccnc2)c2ccccc2n1	-29	31	-1.0	1.4	2.7	-3	-5	x	-7
CC1CC(C)CN(C(=O)CSc2nc(Cc3cccs3)nc3ccccc23)C1 (stereo unspecified)	-23	50*	-1.2	-1.5	2.5	-6	-8	-28	-7
C[C@@H]1CN([C@H](C)CO)C(=O)c2cc(Br)cnc2O[C@@H]1CN(C)C(=O)CC1CC1	x	-15	x	x	0.6	19	x	x	-17
COCCn1cc(-c2csc(N)n2)c2ccccc21	1	-22	0.8	0.9	1.8	24	-6	1	-12
Cc1cccc(-c2noc(-c3c(C)noc3C)n2)c1	-11	1	-2.6	-0.4	0.5	12	-5	-7	-6
C=CCN1C(=O)N/C(=C/c2ccc(N3CCOCC3)o2)C1=O	0	13	1.1	1.8	x	x	2	21	x
O=C(NC1CCN(S(=O)(=O)c2ccccc2)CC1)c1ccccc1	-9	-16	-0.2	-0.2	0.3	6	2	-4	-2
COc1ccc(C(=O)Nc2ccccc2)cc1NC(=O)c1ccc([N+](=O)[O-])cc1	-12	-18	-2.6	-1.0	0.3	6	-7	3	-2
CCn1c(NC(=O)c2ccccc2)c(-c2cccs2)c(=O)c2ccccc21	-8	9	-0.3	0.6	-0.5	-9	-1	-2	-10
O=C(CSc1nc2ccc([N+](=O)[O-])cc2[nH]1)c1ccc2ccccc2c1	1	52*	0.5	0.7	3.4	-3	-7	-14	0
Cc1ncc(CN2CCN(C3CCCC3)C(CCO)C2)s1 (stereo unspecified)	-16	-3	1.0	0.4	2.5	3	-6	-2	-13
Cc1ccc(C(=O)NC2CCCCCC2)o1	-1	2	-1.9	-0.3	0.1	10	-7	-7	9
COc1cc(C)c(-c2[nH]ncc2-c2csc(C)n2)c(O)c1	-2	20	8.9	9.7	1.6	2	-11	-3	1
Cn1c(=O)c2cc(S(=O)(=O)NC(C(=O)Nc3cccc(F)c3)c3ccccc3)ccc2n(C)c1=O (stereo unspecified)	-14	-23	-0.9	-0.3	1.4	23	-4	-5	-18
Cn1c(Cc2csc(N)n2)nnc1SCC(=O)NCc1ccccc1	-11	-29	0.5	0.9	0.4	3	4	-13	-16
CS(=O)(=O)Nc1ccc(C(=O)Nc2ccccc2C(=O)N2CCCC2)cc1	-3	2	-0.3	-0.3	0.2	8	-1	-5	-3
O=C(O)c1sccc1S(=O)(=O)N1CCOCC1	-9	-18	1.4	1.3	-0.2	2	-10	x	-13
C/C(N)=C(/C#N)C(=O)CSc1nc2ccc(C)cc2[nH]1	-10	-1	-1.3	0.0	0.6	-11	-3	-5	6
CS(=O)(=O)N1CCC(C(=O)Nc2ccc(F)c(Cl)c2)CC1	3	9	2.3	1.6	1.5	12	1	-6	3
CCCCCCn1c(CN2CCCC(C)C2)nc2c1c(=O)n(C)c(=O)n2C (stereo unspecified)	0	-7	-1.1	-0.3	0.7	12	-8	-8	-15
COCCCN(C(=O)Cc1ccc(Cl)c(Cl)c1)c1c(N)n(Cc2ccccc2)c(=O)[nH]c1=O	-17	-23	-1.4	-0.7	1.4	14	-11	-4	-6
CC(=O)c1cc2c(cc1NC(=O)CCn1cnnn1)OCO2	11	1	0.4	1.1	0.3	-8	2	0	-9
CCOC(=O)C(C(=O)OCC)N(C#N)c1nc(SC)nc(N(C)C)n1	-10	5	-3.1	-1.4	0.0	18	-17	0	-8
O=C(O)c1ccc(/C=N/NC(=O)c2ccc3c(c2)OCCO3)cc1	-8	-25	0.4	1.3	0.9	-10	-4	-2	-4
Cc1nc2c(C)cccc2c2c1CCN2c1ccccc1F	-26	-15	1.3	2.7	3.9	8	4	-2	15
COc1cccc(NC(=O)Cc2nnc(SCC(=O)NC3CCCC3)n2C)c1	-8	-23	0.8	1.5	0.3	0	-3	0	-10
NS(=O)(=O)c1ccc(NC(=O)c2ccc(CNS(=O)(=O)c3cc(C(F)(F)F)ccc3Cl)cc2)cc1	3	12	1.3	1.4	0.4	5	0	-5	-9
Cc1cccc(OCc2nnc(SCc3cc(=O)n4cc(Br)ccc4n3)o2)c1	-26	33	-1.4	3.0	1.8	-2	-13	x	10
CCOC(=O)C1CCN(S(=O)(=O)c2ccc(C)c(C)c2)CC1	-5	-4	-0.1	1.6	17*	5	-2	-9	12
O=S1(=O)N[C@H](Cc2ccccc2)COc2cc(N3CCC[C@@H]3CO)ccc21	x	-17	x	x	2.5	6	x	x	-10
S=C1NC(c2ccccc2)=CC(c2ccccc2)N1 (stereo unspecified)	-18	3	0.6	0.9	0.3	16	-1	-1	-9
Cc1c(C(=O)C(=O)N2c3ccccc3CC2C)c2ccccc2n1C (stereo unspecified)	-15	-19	-2.2	-1.8	-0.2	-9	-15	-4	16
Cc1c(C(=O)O)sc2nc3n(c(=O)c12)CCC(C)CC3 (stereo unspecified)	-14	-18	0.2	0.8	0.5	9	-1	-11	-7
COC(=O)c1sc2cc([N+](=O)[O-])cc(SCC(C)C)c2c1N	12	10	7.3	8.3	2.5	19	-5	-3	1
CN(c1cccc(NC(=O)c2ccc(CN3CCc4ccccc4C3)cc2)c1)S(C)(=O)=O	x	5	x	x	5.0	3	x	20	-1
CCCN1CCN(CCCNC(=O)c2ccc3nc(N4CCC(C)CC4)sc3c2)CC1	-14	6	-1.2	0.3	-0.1	21	-5	-7	-12
CCOC(=O)C1CCCN(C(=O)c2ccc3nc(-c4cccc(OC)c4)oc3c2)C1 (stereo unspecified)	-23	26	0.4	1.6	5.9	2	-7	1	5
CS(=O)(=O)Nc1ccc(-c2cncc3nccn23)cc1	x	-15	x	x	0.3	4	x	x	-5
Cc1ccc(NC(=O)c2cc3ccccc3o2)nc1	-13	-15	-1.9	-0.9	-0.5	-1	-2	x	-5
COc1ccccc1C(c1nnnn1Cc1ccccc1)N1CCN(C2CCCC2)CC1 (stereo unspecified)	-17	-3	0.7	-0.7	0.6	16	-3	8	-6
COc1ccc(-c2noc(CCC(=O)NCc3cccnc3)n2)cc1OC	-16	-4	0.4	0.1	0.4	23	-2	-11	-7
CC1CC1C(=O)OCC(=O)N(C)CC(=O)Nc1ccc(F)cc1 (stereo unspecified)	0	-7	1.2	1.2	0.2	3	0	x	-13
CN(CCc1ccccc1)C(=O)c1ccc(NC(=O)Cc2ccc(NC(=O)C3CCCN(C(=O)C4CC4)C3)cc2)cc1 (stereo unspecified)	x	-17	x	x	0.2	18	x	x	-19
CCOC(=O)N1CCN(C(=O)c2ccc(CS(=O)Cc3ccccc3Cl)o2)CC1 (stereo unspecified)	-19	-23	1.0	2.4	2.5	10	2	1	-15
COC(=O)/C(=C\c1cccnc1)NC(=O)c1ccc(OCc2ccccc2)cc1	10	-13	1.9	2.1	6.0	-17	-8	-7	3
CCOC(=O)c1cc(-c2ccc3c(c2)OCCO3)n[nH]1	-2	-7	-2.7	-1.4	0.8	12	-11	-6	0

Assay outcomes from PubChem.
